pCIP destab – compounds decreasing mouse p/CIP protein stability | F442A p/CIP-EGFP cells, EGFP fluorescence, 16 h | decrease of EGFP signal, % at 10 µM | 290,000 compounds, 0.01% hits;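 active = EGFP signal decrease of at least 30% at 10 µM or well 3 SD below plate mean, unless failing retest; inactive = the rest, including hits failing retest or dose response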; note: some compounds called inactive have numbers as strong as hits; many of its hits are not listed in these tables
Target sequence (Q05BA5 1-1403): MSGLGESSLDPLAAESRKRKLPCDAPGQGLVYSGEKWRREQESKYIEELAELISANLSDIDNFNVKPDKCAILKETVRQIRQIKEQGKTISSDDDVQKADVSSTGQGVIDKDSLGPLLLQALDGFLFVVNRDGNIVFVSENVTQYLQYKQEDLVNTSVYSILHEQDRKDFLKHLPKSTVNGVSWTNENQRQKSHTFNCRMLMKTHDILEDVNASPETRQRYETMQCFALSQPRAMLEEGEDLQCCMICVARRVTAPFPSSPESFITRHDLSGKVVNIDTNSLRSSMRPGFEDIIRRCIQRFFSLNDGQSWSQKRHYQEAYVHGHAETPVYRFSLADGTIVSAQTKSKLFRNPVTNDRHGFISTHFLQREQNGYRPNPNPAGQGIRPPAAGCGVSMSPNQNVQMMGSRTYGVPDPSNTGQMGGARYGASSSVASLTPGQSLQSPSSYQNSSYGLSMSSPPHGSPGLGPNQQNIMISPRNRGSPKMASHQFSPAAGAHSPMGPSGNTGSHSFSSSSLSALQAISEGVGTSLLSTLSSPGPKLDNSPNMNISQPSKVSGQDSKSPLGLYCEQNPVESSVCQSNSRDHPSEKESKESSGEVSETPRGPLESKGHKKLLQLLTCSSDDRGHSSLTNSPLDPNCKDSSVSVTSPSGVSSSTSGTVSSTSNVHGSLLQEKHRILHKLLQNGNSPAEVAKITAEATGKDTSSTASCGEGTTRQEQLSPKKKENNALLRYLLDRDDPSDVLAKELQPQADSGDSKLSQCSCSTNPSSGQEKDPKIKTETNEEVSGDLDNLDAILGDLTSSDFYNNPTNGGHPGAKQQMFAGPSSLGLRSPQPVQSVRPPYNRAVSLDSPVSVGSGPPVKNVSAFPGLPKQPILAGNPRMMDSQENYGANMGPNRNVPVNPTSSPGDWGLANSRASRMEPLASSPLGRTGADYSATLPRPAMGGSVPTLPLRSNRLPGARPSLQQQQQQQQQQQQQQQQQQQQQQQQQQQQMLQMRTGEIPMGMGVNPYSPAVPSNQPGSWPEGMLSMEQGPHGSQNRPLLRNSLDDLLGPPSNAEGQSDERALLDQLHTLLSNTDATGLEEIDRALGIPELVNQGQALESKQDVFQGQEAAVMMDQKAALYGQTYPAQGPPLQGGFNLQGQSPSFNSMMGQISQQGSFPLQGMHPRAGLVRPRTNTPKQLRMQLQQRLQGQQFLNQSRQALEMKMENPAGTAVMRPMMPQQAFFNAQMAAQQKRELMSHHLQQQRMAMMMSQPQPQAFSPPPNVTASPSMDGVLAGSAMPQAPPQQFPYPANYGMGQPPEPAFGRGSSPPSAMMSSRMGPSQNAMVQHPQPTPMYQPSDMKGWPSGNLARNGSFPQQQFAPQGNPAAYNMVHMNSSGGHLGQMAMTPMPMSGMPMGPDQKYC
MEKK3 PB1 HTS – raises or lowers MEK5 binding to the human MEKK3 PB1 domain. Q99759. bead-based flow cytometry, Alexa488-MEK5 binding to MEKK3; actives lie on both sides; 0 = blocked by unlabeled MEK5, 100 = vehicle. binding response (% of control), % at 10 µM. 290,000 compounds, 1.4% hits. AID 1529;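 active = binding response more than 3 SD above or below the average of its plate-row segment, actives on both sides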;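 note: Alexa488 bead fluorescence after subtracting the streptavidin-only scavenger bead signal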
IMP-1 inhibitor – inhibitors of Pseudomonas aeruginosa IMP-1 metallo-beta-lactamase | purified IMP-1, nitrocefin hydrolysis, epi-absorbance fluorescence | inhibition, % at 5.6 µM | 290,000 compounds, 0.45% hits | AID 1556;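 active = inhibition above the mean plus 3 SD of all compounds in the same screening run, cut at about 4.5% in these data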;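 note: 0% = IMP-1 with DMSO and 100% = DMSO wells lacking enzyme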
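System: purified IMP-1 / Input: IMP-1 dispensed at 0.2 nM / Medium: 50 mM HEPES pH 7.1, 50 µM ZnSO4, 0.05% Brij 35 / Timing: 15 min enzyme–compound preincubation, then 25 min nitrocefin reaction, 25 °C / Technique: plate fluorescence quenching by hydrolysis product, ex 480/em 530 nm / Repeats: singlicate testing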
NS3 helicase inh – blocks Hepatitis C virus NS3 helicase unwinding; NS3 helicase DNA unwinding, Cy5 molecular beacon fluorescence; AID 1800; 290,000 compounds, 0.56% hits; inhibition, % at 10.9 µM;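 active = inhibition above the mean of all tested compounds plus 3 SD, set per campaign, cut at about 35% in these data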;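 note: 0% = DMSO wells and 100% = thioflavine S control wells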
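Material: hepatitis C virus NS3 helicase domain fragment enzyme; measured by: Cy5 fluorescence, 0 and 60 min reads; control set: DMSO and thioflavine S; incubation: 60 min unwinding reaction at 25 °C after ATP addition; read-out basis: % inhibition from 60/0 min fluorescence ratio, DMSO 0%, thioflavine S 100%; repeats: singlicate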
IDE act – boosts human insulin-degrading enzyme activity in HEK cells; 340,000 compounds, 0.073% hits; P14735; FAbeta-B cleavage, fluorescence polarization; 0% vehicle, 100% cell-free pure enzyme wells; activation, % at 5.96 µM;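 active = activation above the mean of all tested compounds plus 3 SD, set per screening campaign, cut at about 17% in these data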
DNA FID counter – counter-screen for HCV NS3 helicase inhibitors: DNA intercalator displacement; DNA fluorescent intercalator displacement, fluorescence; inhibition, % at 7.9 µM; 290,000 compounds, 0.17% hits; AID 1845; in the data active = inhibition above about 37%;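 note: 0% = vehicle and 100% = reference compound; higher means more ethidium bromide displaced from hairpin DNA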
PHOSPHO1 inh – PHOSPHO1 (human) inhibition | Q8TCT1 | recombinant PHOSPHO1, absorbance phosphatase assay | inhibition, % at 13.3 µM | 290,000 compounds, 1.1% hits | AID 1565; in the data active = inhibition above about 60%
UBC9 SUMO inh – blocks human SUMOylation mediated by UBC9 | P63279 | HTRF SUMOylation assay, SAE1/SAE2 + UBC9, in vitro | inhibition, % at 35 µM | 290,000 compounds, 0.36% hits | AID 2006; in the data active = inhibition above about 50%, passing the limit was not always enough; note: strong numbers were not always called active
VIM-2 inh – inhibitors of Pseudomonas aeruginosa VIM-2 metallo-beta-lactamase | purified VIM-2, nitrocefin hydrolysis, epi-absorbance fluorescence | inhibition, % at 5.6 µM | 290,000 compounds, 0.89% hits | AID 1527;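 active = inhibition above the mean of all tested compounds plus 3 SD, cutoff set per screening run, cut at about 7.5% in these data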;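 note: red hydrolysis product quenches plate fluorescence so inhibitors raise well fluorescence; 0% = enzyme with DMSO and 100% = DMSO without enzyme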
* marks the source's active call; other numbers are inactive results.

CCOC(=O)C1=C(C)N=c2s/c(=C\c3cccn3C)c(=O)n2C1c1cccc(OC)c1OC (configuration not stated) was read as pCIP destab -46, MEKK3 PB1 HTS 91, IMP-1 inhibitor 0.3, NS3 helicase inh 9, IDE act 2, DNA FID counter 4, PHOSPHO1 inh -24, UBC9 SUMO inh -17 and VIM-2 inh 1.6.
For CCCOc1ccc(C(=O)OCC(=O)NCCc2ccc(OCC)c(OCC)c2)cc1OC the results were pCIP destab -4, MEKK3 PB1 HTS 102, IMP-1 inhibitor -2.7, NS3 helicase inh -6, IDE act -5, DNA FID counter -49, PHOSPHO1 inh 27, UBC9 SUMO inh 9 and VIM-2 inh -3.2.
CCOC(=O)COc1ccc(Cl)cc1C1NC(=O)NC(C)=C1C(C)=O (configuration not stated) was read as pCIP destab -4, MEKK3 PB1 HTS 103, IMP-1 inhibitor -2.0, NS3 helicase inh -3, IDE act 7, DNA FID counter -6, PHOSPHO1 inh -38, UBC9 SUMO inh 15 and VIM-2 inh -1.7.
CC(C)CNC(=O)c1cccc(NC(=O)CSc2ccccc2)c1 was read as pCIP destab 4, MEKK3 PB1 HTS 106, IMP-1 inhibitor -4.4, NS3 helicase inh 3, IDE act 5, DNA FID counter -16, PHOSPHO1 inh 6, UBC9 SUMO inh 6 and VIM-2 inh -2.9.
Screening CCc1cc2c(SCC(=O)NC3CCS(=O)(=O)C3)ncnc2s1 (configuration not stated) returned pCIP destab 9, MEKK3 PB1 HTS 84, IMP-1 inhibitor -0.7, NS3 helicase inh -7, IDE act 4, DNA FID counter -2, PHOSPHO1 inh 20, UBC9 SUMO inh 4 and VIM-2 inh 0.7.
CCCCN=C1NN=C(c2cccc([N+](=O)[O-])c2)CS1 was read as pCIP destab -14, MEKK3 PB1 HTS 109, IMP-1 inhibitor -2.9, NS3 helicase inh 4, IDE act -11, DNA FID counter 11, PHOSPHO1 inh 42, UBC9 SUMO inh 15 and VIM-2 inh -3.0.
Screening CCn1cc(-c2cc(C(=O)O)on2)c(C)n1 returned pCIP destab 7, MEKK3 PB1 HTS 104, IMP-1 inhibitor -1.5, NS3 helicase inh -9, DNA FID counter 1, PHOSPHO1 inh -3, UBC9 SUMO inh 17 and VIM-2 inh -0.7.
`CC(=O)c1cc(C(=O)N2CCCC(CCC(=O)N(C)CCc3ccccn3)C2)cs1` (configuration not stated) gave pCIP destab -6, MEKK3 PB1 HTS 100, IMP-1 inhibitor -1.8, NS3 helicase inh -5, IDE act -3, DNA FID counter -18, PHOSPHO1 inh 44, UBC9 SUMO inh 5 and VIM-2 inh -1.5.
FC(F)(F)Sc1ccc(NC(=S)NCc2ccccc2)cc1 was read as pCIP destab 2, MEKK3 PB1 HTS 73, IMP-1 inhibitor 0.7, NS3 helicase inh -4, IDE act -2, DNA FID counter -5, PHOSPHO1 inh 15, UBC9 SUMO inh 20 and VIM-2 inh -0.9.
FC(F)Oc1ccc(-c2csc(Cc3nnc4n3CCCCC4)n2)cc1 was read as pCIP destab -17, MEKK3 PB1 HTS 103, IMP-1 inhibitor -3.0, NS3 helicase inh 2, IDE act -8, DNA FID counter -24, PHOSPHO1 inh 2, UBC9 SUMO inh 10 and VIM-2 inh -3.5.
Screening Cc1cc(=O)[nH]c(N/N=C/c2ccc(Cl)c([N+](=O)[O-])c2)n1 returned pCIP destab -1, MEKK3 PB1 HTS 98, IMP-1 inhibitor -4.3, NS3 helicase inh -8, IDE act 0, DNA FID counter -1, PHOSPHO1 inh 42, UBC9 SUMO inh 9 and VIM-2 inh -3.5.
`O=C1CC(C(=O)Nc2ccccc2)S/C(=N\NC(=O)c2ccccc2Cl)N1` (configuration not stated) gave pCIP destab 0, MEKK3 PB1 HTS 107, IMP-1 inhibitor -2.8, NS3 helicase inh -6, IDE act 4, DNA FID counter -11, PHOSPHO1 inh -5, UBC9 SUMO inh 12 and VIM-2 inh -3.1.
`COC(=O)C1(CCSC)NC(c2ccc(O)cc2)C2C(=O)N(c3ccc4c(c3)OCCO4)C(=O)C21` (configuration not stated) gave pCIP destab -8, MEKK3 PB1 HTS 104, IMP-1 inhibitor -0.9, NS3 helicase inh -8, IDE act 5, DNA FID counter -14, PHOSPHO1 inh -18, UBC9 SUMO inh 31 and VIM-2 inh -3.1.
For CCC(C)NC(=O)CN1C(=O)NC2(CCOc3ccccc32)C1=O (configuration not stated) the results were pCIP destab -12, MEKK3 PB1 HTS 103, IMP-1 inhibitor -2.1, NS3 helicase inh 4, IDE act 3, DNA FID counter -4, PHOSPHO1 inh 43, UBC9 SUMO inh 2 and VIM-2 inh -3.1.
O=C(CN1C(=O)COc2ccc(S(=O)(=O)N3CCOCC3)cc21)Nc1cccc(Cl)c1 was read as pCIP destab -9, MEKK3 PB1 HTS 101, IMP-1 inhibitor -2.1, NS3 helicase inh -2, IDE act 3, DNA FID counter -11, PHOSPHO1 inh 36 and VIM-2 inh -2.9.
COc1ccccc1C(=O)N1CCN(c2cccc(Cl)c2)CC1 was read as pCIP destab -4, MEKK3 PB1 HTS 99, IMP-1 inhibitor 0.5, NS3 helicase inh -11, IDE act 7, DNA FID counter -21, PHOSPHO1 inh 9, UBC9 SUMO inh 11 and VIM-2 inh -0.8.
COc1ccc(N2CCN(S(=O)(=O)c3c(C)[nH]c(C)c3C(=O)N3CCCCC3)CC2)cc1 was read as pCIP destab -3, MEKK3 PB1 HTS 103, IMP-1 inhibitor -1.8, NS3 helicase inh -5, IDE act 2, DNA FID counter -41, PHOSPHO1 inh 32, UBC9 SUMO inh -1 and VIM-2 inh -0.9.
Screening Cc1ccc(C(C)(C)NC(=O)C2CCC(=O)N(CC3CCCCC3)C2)cc1 (configuration not stated) returned pCIP destab 6, MEKK3 PB1 HTS 100, IMP-1 inhibitor -4.0, NS3 helicase inh 1, IDE act -1, DNA FID counter -42, PHOSPHO1 inh 20, UBC9 SUMO inh 7 and VIM-2 inh -1.8.
N#Cc1ccc(OCC(=O)NCCc2ccc(S(N)(=O)=O)cc2)cc1 was read as pCIP destab 4, MEKK3 PB1 HTS 100, IMP-1 inhibitor -1.9, NS3 helicase inh 0, IDE act 0, DNA FID counter 1, PHOSPHO1 inh -28, UBC9 SUMO inh 9 and VIM-2 inh -0.7.
For N#Cc1c(SCC(=O)O)nc(N2CCOCC2)c2c1CCCC2 the results were pCIP destab 0, MEKK3 PB1 HTS 119, IMP-1 inhibitor -2.5, NS3 helicase inh 3, IDE act -1, DNA FID counter -34, PHOSPHO1 inh 16, UBC9 SUMO inh 18 and VIM-2 inh -0.6.

In the list so far, 2 contain two or more sulfur atoms:
Screening CCc1cc2c(SCC(=O)NC3CCS(=O)(=O)C3)ncnc2s1 (configuration not stated) returned pCIP destab 9, MEKK3 PB1 HTS 84, IMP-1 inhibitor -0.7, NS3 helicase inh -7, IDE act 4, DNA FID counter -2, PHOSPHO1 inh 20, UBC9 SUMO inh 4 and VIM-2 inh 0.7.
FC(F)(F)Sc1ccc(NC(=S)NCc2ccccc2)cc1 was read as pCIP destab 2, MEKK3 PB1 HTS 73, IMP-1 inhibitor 0.7, NS3 helicase inh -4, IDE act -2, DNA FID counter -5, PHOSPHO1 inh 15, UBC9 SUMO inh 20 and VIM-2 inh -0.9.

More structures follow:
COc1ccccc1N/N=C1\COC(C)(C)CC1=O was read as pCIP destab -3, MEKK3 PB1 HTS 98, IMP-1 inhibitor -0.7, NS3 helicase inh -11, IDE act 3, DNA FID counter -4, PHOSPHO1 inh 11, UBC9 SUMO inh 16 and VIM-2 inh -1.8.
`CC(=O)NC(Cc1ccccc1C)C(=O)NC1CCN(C(=O)c2ccc(C)cc2)CC1` (configuration not stated) gave pCIP destab 5, MEKK3 PB1 HTS 105, IMP-1 inhibitor -3.4, NS3 helicase inh 2, IDE act -1, DNA FID counter -46, PHOSPHO1 inh -3, UBC9 SUMO inh 3 and VIM-2 inh -1.5.
For Cc1ccccc1NC(=O)c1cccnc1 the results were pCIP destab 8, MEKK3 PB1 HTS 97, IMP-1 inhibitor -1.4, NS3 helicase inh -4, IDE act 0, DNA FID counter 0, UBC9 SUMO inh 8 and VIM-2 inh -0.7.
`S=P(c1ccc(N2CCOCC2)cc1N1CCOCC1)(N1CCOCC1)N1CCOCC1` gave pCIP destab 10, IDE act -2, PHOSPHO1 inh 85* and UBC9 SUMO inh 23.
CCCn1c(SCC(=O)Nc2ccc(Cl)cn2)nnc1C1CC1 was read as pCIP destab 8, MEKK3 PB1 HTS 101, IMP-1 inhibitor -1.4, NS3 helicase inh 5, IDE act 5, DNA FID counter -16, UBC9 SUMO inh 7 and VIM-2 inh -1.0.
CC1=NN(c2ccccc2)C(=O)/C1=C\c1cn(C)c2ccccc12 was read as pCIP destab -5, MEKK3 PB1 HTS 69, IMP-1 inhibitor -3.3, NS3 helicase inh -2, IDE act 2, DNA FID counter 5, PHOSPHO1 inh -25, UBC9 SUMO inh -1 and VIM-2 inh -1.9.
Screening CC(=O)Nc1c2c(nn1-c1ccc(F)cc1)CSC2 returned pCIP destab -17, MEKK3 PB1 HTS 102, IMP-1 inhibitor -2.4, NS3 helicase inh -3, IDE act -2, DNA FID counter -2, PHOSPHO1 inh 14, UBC9 SUMO inh 10 and VIM-2 inh -3.9.
`COCCNC(=O)c1ccc(S(=O)(=O)N2CCCc3ccccc32)cc1` gave pCIP destab -6, MEKK3 PB1 HTS 105, IMP-1 inhibitor -3.1, NS3 helicase inh 5, IDE act 1, DNA FID counter -21, PHOSPHO1 inh -19, UBC9 SUMO inh 7 and VIM-2 inh -3.4.
O=C(c1cc(Cl)cc(Cl)c1)N1CCN(c2cc(C(F)(F)F)nc3ccccc23)CC1 was read as pCIP destab -4, MEKK3 PB1 HTS 98, IMP-1 inhibitor -3.5, NS3 helicase inh 2, DNA FID counter -5, PHOSPHO1 inh 12, UBC9 SUMO inh -11 and VIM-2 inh -1.1.
Screening Cc1nc(NS(=O)(=O)c2cccc([N+](=O)[O-])c2)sc1C(C)(C)C returned pCIP destab 18, MEKK3 PB1 HTS 105, IMP-1 inhibitor -2.2, NS3 helicase inh -3, IDE act -2, DNA FID counter -16, UBC9 SUMO inh 13 and VIM-2 inh -0.1.
`COc1ccc(NC(=O)C2CCN(C(=O)c3cccs3)CC2)cc1OC` gave pCIP destab -23, MEKK3 PB1 HTS 102, IMP-1 inhibitor -1.3, NS3 helicase inh 13, IDE act -2, DNA FID counter -18, PHOSPHO1 inh -9, UBC9 SUMO inh 22 and VIM-2 inh 1.8.
For CC(=O)c1c(C)[nH]c(C(=O)Nc2ccc(C)c(S(=O)(=O)Nc3ccc(C)cc3C)c2)c1C the results were pCIP destab -2, MEKK3 PB1 HTS 101, IMP-1 inhibitor -1.4, NS3 helicase inh -1, IDE act 2, DNA FID counter -16, PHOSPHO1 inh -12, UBC9 SUMO inh -18 and VIM-2 inh 1.6.

The list is partial; rates above refer to the full screens.
